Tau ThT inhib: qHTS for Inhibitors of Tau Fibril Formation, Thioflavin T Binding. recombinant tau K18 P301L, heparin-induced fibrillization, ThT fluorescence. hit rate 2.1% among 270,000. Microtubule-associated protein tau (Homo sapiens), P10636. Potency, µM (top dose mostly 57.4 µM), for the others: at the top dose activity, negative = inhibition, hits mostly inhibitors. AID 1460, 2008; further: on the % scale 0 is the no-effect control and ±100 the full control effect; nearly all actives have a fitted effect of over 55% in size
Target sequence (P10636 561-689 P618L limits assumed): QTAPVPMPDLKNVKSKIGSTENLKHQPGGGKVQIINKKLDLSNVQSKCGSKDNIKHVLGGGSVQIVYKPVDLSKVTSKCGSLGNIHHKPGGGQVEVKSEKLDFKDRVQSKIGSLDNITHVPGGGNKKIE
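Tau K18 P301L fragment (15 uM unlabeled plus 0.24 uM Alexa 594-labeled) in 100 mM sodium acetate pH 7 with compound, fibrillization induced by 20 uM heparin for 6 hr at 37 C. Thioflavin T (30 uM) added, fluorescence read after 1 hr (ex 450, em 510 nm).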
RECQ1 inh: qHTS Assay for Inhibitors of RecQ-Like Dna Helicase 1 (RECQ1); AID 2549, 2010; RECQ1 DNA unwinding, red fluorescence kinetic read; Potency, µM (highest dose often 57.3 µM), inactives show top-dose activity, negative = inhibition, actives largely listed as inhibitors; ATP-dependent DNA helicase Q1 (Homo sapiens), P46063; hit rate 0.54% among 240,000;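 further: plate controls were vehicle for no effect and no enzyme for full effect; nearly all actives have a fitted effect of over 30% in size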
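RECQ1T1 50 nM; forked duplex (20 bp + 30-nt ss tails) 200 nM, ATP 2 mM final; pH 8.0, 2 mM MgCl2, 2.5 ug/ml poly(dI-dC); 15 min compound preincubation; discontinuous kinetic read over 2 h at RT.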
TRb-SRC2 inh: qHTS for Inhibitors of the Interaction of Thyroid Hormone Receptor and Steroid Receptor Coregulator 2. Thyroid hormone receptor beta (Homo sapiens), P10828. TRbeta-SRC2 peptide binding, fluorescence polarization; receptor liganded with 1 µM T3. Potency, µM (series often up to 106 µM), without a hit: at the highest dose activity change, negative = inhibition, hits mostly inhibitors. hit rate 0.065% among 280,000. AID 1469, 2008;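 further: plate controls were bound peptide for no effect and peptide without receptor for full effect; nearly all actives have a fitted effect of over 50% in size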
Target sequence (P10828 whole entry, looked up): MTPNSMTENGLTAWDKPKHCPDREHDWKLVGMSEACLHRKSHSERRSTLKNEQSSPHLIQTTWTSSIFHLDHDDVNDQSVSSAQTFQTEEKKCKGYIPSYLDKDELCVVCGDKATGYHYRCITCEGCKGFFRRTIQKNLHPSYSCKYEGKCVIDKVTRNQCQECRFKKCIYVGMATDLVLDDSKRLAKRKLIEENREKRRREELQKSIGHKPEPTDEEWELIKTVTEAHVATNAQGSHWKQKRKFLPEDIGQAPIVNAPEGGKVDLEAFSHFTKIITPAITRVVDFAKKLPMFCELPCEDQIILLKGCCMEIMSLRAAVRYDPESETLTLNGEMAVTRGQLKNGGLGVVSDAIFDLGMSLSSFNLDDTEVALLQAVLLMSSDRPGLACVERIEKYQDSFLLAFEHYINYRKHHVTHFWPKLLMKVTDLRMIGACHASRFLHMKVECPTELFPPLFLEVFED
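Compounds were added to 0.6 uM TRb ligand-binding domain and 20 nM Texas Red-labeled SRC2 peptide in Tris buffer containing 1 uM T3, incubated 5 hr at ambient temperature, then read by fluorescence polarization.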
TexasRed fluor: Total Fluorescence Counterscreen for Inhibitors of the Interaction of Thyroid Hormone Receptor and Steroid Receptor Coregulator 2; TRb/SRC2 Texas Red total fluorescence interference; Potency, µM (highest dose often 106 µM), for the others: at the highest dose fluorescence change, negative = quenching; hit rate 0.29% among 280,000; active means well fitted curve in either direction with a large enough effect; inconclusive means small, poorly fitted or top-dose-only effect; further: on the % scale 0 is the no-effect control and ±100 the full control effect
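Flags fluorescent or light-absorbing compounds by total fluorescence, S + 2P, at 555 nm excitation and 632 nm emission. Mixture: 20 nM Texas Red SRC2 peptide, 0.6 uM human TRb LBD, 1 uM T3, 5% DMSO; compound exposure 5 h at ambient temperature.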
Tau fibril FP: qHTS for Inhibitors of Tau Fibril Formation, Fluorescence Polarization. K18 P301L tau heparin fibrillization, Alexa594 FP, 6 h. Microtubule-associated protein tau (Homo sapiens), P10636. AID 1468, 2008. hit rate 0.39% among 280,000. Potency, µM (top dose mostly 57.7 µM), inactives show at the top dose activity, negative = inhibition, hits mostly inhibitors; further: on the % scale 0 is the no-effect control and ±100 the full control effect; nearly all actives have a fitted effect of over 55% in size
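Human tau K18 […] P301L fragment, 15 uM unlabeled plus 0.24 uM Alexa 594-labeled tau (final), with compound and 20 uM heparin in 100 mM sodium acetate pH 7; 6 hr at 37 C, then Alexa 594 FP read.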
Tau fluor cs: Counterscreen qHTS for Inhibitors of Tau Fibril Formation, Fluorescence Polarization | tau K18 P301L Alexa594 fluorescence, heparin fibrillization | Potency, µM (series often up to 57.7 µM), for the others: top-dose activity change, negative = decrease | hit rate 0.93% among 280,000 | AID 1463, 2008; further: on the % scale 0 is the no-effect control and ±100 the full control effect; nearly all actives have a fitted effect of over 55% in size
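Human tau K18 P301L (15 uM unlabeled, 0.24 uM Alexa 594-labeled) in 100 mM sodium acetate pH 7 with 20 uM heparin, 6 hr at 37 C. ThT 30 uM added, 1 hr ambient; Alexa 594 FP and total fluorescence read at 555/632 nm.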
L3MBTL1 block: qHTS Assay for the Inhibitors of L3MBTL1 | Lethal(3)malignant brain tumor-like protein 1 (Homo sapiens), Q9Y468 | AlphaScreen L3MBTL1–H3K9me1 peptide binding | Potency, µM (titrated, usually from 57.1 µM), without a hit: at the highest dose activity, negative = inhibition, usual class: inhibitors | hit rate 0.66% among 230,000; further: on the % scale 0 is the no-effect control and ±100 the full control effect; nearly all actives have a fitted effect of over 60% in size
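AlphaScreen proximity signal between nickel-chelate acceptor and streptavidin donor beads (final 10 ug/mL) reports binding of 50 nM L3MBTL1 to 75 nM biotin-H3 K9me1 peptide; complex incubated with compounds 30 min at room temperature; cefsulodin titration as control.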
HTT ATP protect: qHTS Multiplex Assay to Identify Dual Action Probes in a Cell Model of Huntington: Cytoprotection (ATP); Potency, µM (doses to about 56.4 µM), for inactives: cytoprotection (ATP increase), most hits filed as activators; hit rate 0.14% among 230,000; PC12 HTT-Q103 induced, cytoprotection, ATP luminescence, 40 h;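 further: % of control where 0% means no effect; nearly all actives have a fitted effect of over 45% in size; toxic huntingtin expression switched on by the ecdysone agonist tebufenozide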
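Readout: ATPlite luminescence (ATP level). Model: stable PC12, inducible Htt exon1 Q103-GFP. Inducer: tebufenozide, 100 nM final. Compounds: dose series. No G418 in medium.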
* hit, by the source's call; i = inactive; ? = inconclusive; / = no result given; [ ] = remark or other dose. Unless noted, the call rests on the fitted dose curve; in most records, active means well fitted curve in the direction sought with a large enough effect; inconclusive means small, poorly fitted or top-dose-only effect, or another doubt; inactive means no such curve, though single readings can be large; an effect the other way counts as inactive or inconclusive. Potency means the concentration at half of the fitted maximal effect. Only part of the results is shown. The share of hits here may be higher or lower than overall.

SMILES	Tau ThT inhib	RECQ1 inh	TRb-SRC2 inh	TexasRed fluor	Tau fibril FP	Tau fluor cs	L3MBTL1 block	HTT ATP protect
O=C(Cn1ncc2c3ccccc3n(Cc3ccccc3)c2c1=O)Nc1ccccc1C(F)(F)F	6%	/	-4%	-2%	?	0%	/	/
NC(=O)C1CCN(c2nc(-c3ccccc3)nc3c2oc2ccccc23)CC1	-9%	-5%	0%	-1%	-12%	-24%	2%	-28%
Cc1c(NC(=O)C2CCN(S(=O)(=O)c3ccc(Cl)cc3)CC2)c(=O)n(-c2ccccc2)n1C	1%	-10%	0%	-8%	-3%	-4%	1%	10%
Cc1ccc(S(=O)(=O)N[C@H]2COC(=O)C/C=C\[C@@H](C)[C@H](NS(=O)(=O)c3ccc(C)cc3)COC(=O)C/C=C\[C@H]2C)cc1	-5%[11.5 µM]	i[11.5 µM]	-2%[11.2 µM]	-3%[11.2 µM]	3%[11.6 µM]	-5%[11.6 µM]	/	0%[10 µM]
CCc1nn(C)c(-c2n[nH]c(=S)n2N)c1Cl	-3%	-7%	-15%	1%	-4%	-1%	8%	16%
C=CCn1c(SCC)nc2sc3c(c2c1=O)CCc1ccccc1-3	-19%	-11%	-3%	1%	-3%	-11%	4%	-6%
O=C1CCCC2CCCCN12 (configuration not stated)	1%[186 µM]	i	-1%[201 µM]	-2%[201 µM]	10%[186 µM]	2%[186 µM]	/	-28%[150 µM]
Cc1cc(-n2c(C)cc(C(=O)CSc3nnnn3-c3ccccc3)c2C)no1	?	i	3%	6%	-4%	-28%	-1%	-12%[10 µM]
CCOc1ccc2nc(NS(=O)(=O)c3ccc4c(c3)n(C)c(=O)n4C)sc2c1	?	12%	1%	-1%	2%	-13%	3%	-15%
O=C(Nc1ccc(O)cc1)c1cccc(Oc2ccc([N+](=O)[O-])cc2)c1	6%	-9%	-8%[53 µM]	2%[53 µM]	-2%[2.34 µM]	10%	-8%	1%[10 µM]
c1ccc2c(CN3CCOCC3)csc2c1	2%	-8%	-6%	-3%	1%	5%	3%	/
C=CCn1c(C(CC)CC(C)(C)O)n[nH]c1=S (configuration not stated)	-6%	-15%	5%	2%	0%	-3%	-2%	/
Cn1cnnc1SCc1nc(N)nc(Nc2ccccc2)n1	-5%	-4%	-3%	-5%	-7%	-3%	3%	-3%
CCOC(=O)Cc1csc(NC(=O)CN(C)S(=O)(=O)c2cccc3cccnc23)n1	-11%	-7%	8%	-1%	-7%	-8%	/	0%
O=C(c1ccc(S(=O)(=O)N2CCc3ccccc3C2)cc1)N1CCCCC1	2%	i	1%	-2%	13%	-4%	-4%	-21%[10 µM]
CCc1nc2c(sc3nc4c(cc32)COC(C)(C)C4)c(=O)n1CCN(CC)CC	2%	0%	1%	-1%	-3%	-2%	-1%[11.4 µM]	-13%
O=C(CC(c1ccccc1)(c1ccccc1)c1ccccc1)N[C@@H](Cc1ccc(O)cc1)C(=O)O	-5%	-10%	-2%	0%	6%	-2%	3%	34%[10 µM]
COc1ccc(C)cc1NC(=O)C(NCC1CCCO1)c1ccccc1 (configuration not stated)	6%	-1%	-9%	-1%	3%	4%	-1%	20%[10 µM]
O=[N+]([O-])c1ccc(-c2nn(-c3ccccc3)cc2/C=N/n2c(-c3cccs3)n[nH]c2=S)cc1	/	-3%	0%	-5%	8%	?	/	9%[10 µM]
Cn1c(=O)c2ncn(CC(=O)NC3CCCCCC3)c2n(C)c1=O	-7%	-9%	0%	1%	5%	1%	4%	-10%

One compound at a time (already shown). Values in the order: Tau ThT inhib	RECQ1 inh	TRb-SRC2 inh	TexasRed fluor	Tau fibril FP	Tau fluor cs	L3MBTL1 block	HTT ATP protect
O=C1CCCC2CCCCN12 (configuration not stated) reads 1%[186 µM]	i	-1%[201 µM]	-2%[201 µM]	10%[186 µM]	2%[186 µM]	/	-28%[150 µM]
Cc1cc(-n2c(C)cc(C(=O)CSc3nnnn3-c3ccccc3)c2C)no1 reads ?	i	3%	6%	-4%	-28%	-1%	-12%[10 µM]

Additional results
SMILES	Tau ThT inhib	RECQ1 inh	TRb-SRC2 inh	TexasRed fluor	Tau fibril FP	Tau fluor cs	L3MBTL1 block	HTT ATP protect
O=C(COc1ccccc1)Nc1ccc(Cl)c(-c2nc3ncccc3o2)c1	-8%	3%	-3%	-2%	-5%	-6%	2%	7%[1.9 µM]
COc1ccc(CC(=S)N2CCOCC2)cc1F	8%	-3%	-3%	1%	7%	12%	6%	-23%[10 µM]
O=C(Cc1ccccc1)Nc1ccccc1N1CCN(c2ccccc2)CC1	?	i	-24%	3%	3%	-21%	/	-38%
O=C(CCCSc1nnnn1-c1cccc2ccccc12)c1ccc(F)cc1	7%	-8%	-15%	-1%	-9%	-19%	24%	-18%
Cc1ccc(CNC(=O)CN2C(=O)C3(SCC(=O)N3c3cc(C)cc(C)c3)c3ccccc32)cc1 (configuration not stated)	-13%	/	3%	-4%	-3%	-25%	/	/
Cc1cccc(C(=O)Nc2cccc(OCC(=O)O)c2)c1	-9%	-9%	-3%	-1%	-5%	-11%	3%	8%[10 µM]
C=CCNC1=C2C[C@@H](C)C[C@H](OC)[C@H](O)[C@@H](C)/C=C(\C)[C@H](OC(N)=O)[C@@H](OC)/C=C/C=C(\C)C(=O)NC(=CC1=O)C2=O	-24%[11.5 µM]	-4%[11.5 µM]	11%[11.2 µM]	1%[11.2 µM]	7%[11.6 µM]	-21%[11.6 µM]	/	-54%[inhibitor][10 µM]
CCCCn1c(N)c(N(CC)C(=O)/C=C/c2ccco2)c(=O)[nH]c1=O	-13%	i	-1%	1%	-6%	-5%	7%	-12%[10 µM]
CCOc1ccc(OCC)c(NC(=O)C2CCCN(S(=O)(=O)c3cccs3)C2)c1 (configuration not stated)	-19%	-8%	9%	1%	2%	-28%	-14%	-23%
CCOC(=O)c1cc(C)sc1NC(=O)C1CCC1	-10%	i	-7%	-1%	2%	-4%	5%	12%
Cc1csc(N/N=C/c2ccc(O)c([N+](=O)[O-])c2)n1	5µM*	14µM*	-3%	-26%	-2%	?	/	3%[10 µM]
CC(=O)C1=C(O)CCCC1=NCc1nc2ccccc2[nH]1	-2%	1%	-5%	1%	0%	-4%	/	-27%
O=C(NNc1ccc([N+](=O)[O-])cc1)c1ccccc1F	?	20%	3%	-3%	-2%	-16%	-4%	-11%
COc1ccc(S(=O)(=O)NCCOc2ccccc2)cc1C	10%	9%	-7%	-5%	3%	5%	4%	10%[10 µM]
O=C(O)COCC(=O)Nc1ccc2c(c1)CCC2	0%	i	3%	0%	2%	3%	7%	10%
CCOc1ccccc1NC(=O)CSC1=Nc2ccccc2C2=NC(CC(=O)NC3CCCCC3)C(=O)N12 (configuration not stated)	?	/	-1%	0%	6%	-11%	/	/
CCCC(=O)Nc1ccc(C(=O)NNC(=O)COc2ccc(Br)c(C)c2)cc1	-8%	-16%	4%	-1%	-10%	-5%	/	4%
O=C1CC(N2CCSCC2)C(=O)N1c1ccc(Br)cc1 (configuration not stated)	-11%	-2%	4%	-2%	-6%	-8%	0%	21%[10 µM]
CCC(C(=O)NCc1ccccc1OC)n1nc(C)n2c(cc3sccc32)c1=O (configuration not stated)	-3%	/	-4%	0%	2%	-3%	/	/
CC[C@H](C)[C@H](NC(=O)c1ccc(Cl)cc1)C(=O)OCC(=O)c1ccc2c(c1)NC(=O)CO2	-3%	19%	-3%	-1%	-10%	-23%	/	2%[10 µM]
O=C1CSC(=NC2CCCCC2)N1	22µM*	4%	-5%	1%	?	-8%	/	-10%[10 µM]

Part of the list above in order of heavy-atom count, high to low:
SMILES	Tau ThT inhib	RECQ1 inh	TRb-SRC2 inh	TexasRed fluor	Tau fibril FP	Tau fluor cs	L3MBTL1 block	HTT ATP protect
C=CCNC1=C2C[C@@H](C)C[C@H](OC)[C@H](O)[C@@H](C)/C=C(\C)[C@H](OC(N)=O)[C@@H](OC)/C=C/C=C(\C)C(=O)NC(=CC1=O)C2=O	-24%[11.5 µM]	-4%[11.5 µM]	11%[11.2 µM]	1%[11.2 µM]	7%[11.6 µM]	-21%[11.6 µM]	/	-54%[inhibitor][10 µM]
O=C(COc1ccccc1)Nc1ccc(Cl)c(-c2nc3ncccc3o2)c1	-8%	3%	-3%	-2%	-5%	-6%	2%	7%[1.9 µM]
COc1ccc(S(=O)(=O)NCCOc2ccccc2)cc1C	10%	9%	-7%	-5%	3%	5%	4%	10%[10 µM]
CC(=O)C1=C(O)CCCC1=NCc1nc2ccccc2[nH]1	-2%	1%	-5%	1%	0%	-4%	/	-27%
O=C1CC(N2CCSCC2)C(=O)N1c1ccc(Br)cc1 (configuration not stated)	-11%	-2%	4%	-2%	-6%	-8%	0%	21%[10 µM]
O=C1CSC(=NC2CCCCC2)N1	22µM*	4%	-5%	1%	?	-8%	/	-10%[10 µM]

High-throughput results from PubChem.
